Assay outcomes deposited in PubChem BioAssay by several laboratories.
Rad51 HR inh: human RAD51 strand exchange inhibitors, primary screen, biochemical, fluorescence; DNA repair protein RAD51 homolog 1 (Homo sapiens), Q06609; hRad51 DNA strand exchange, fluorescence dequenching; inhibition, % at 10 µM; hit rate 0.085% among 200,000;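 active means inhibition above 40% at the single screening dose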;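 further: 0% = DMSO control wells and 100% = blanks with heterologous ssDNA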
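Test system – preformed human Rad51 ssDNA filaments · Reagent – Donor/quencher-labelled 47-bp dsDNA substrate · Incubation – 37 °C 15-min filament assembly, 30-min compound preincubation, 15-min exchange · Signal – FRET fluorescence dequenching, excitation 485 nm, emission 520 nm · Read-out – percent inhibition from fluorescence, normalised to plate control and blank means · Benchmarks – plate control and blank wells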
eIF4E 4G PPI: eIF4E–eIF4G protein interaction inhibitors, primary screen, biochemical, uHTS, TR-FRET, eIF4GI fragment | TR-FRET eIF4E-eIF4GI(517-606) binding, 2 h | Eukaryotic translation initiation factor 4E (Mus musculus) + Eukaryotic translation … | inhibition, % at 21.7 µM | hit rate 0.37% among 220,000 | AID 782, 2007;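 active means inhibition above about 30%, limit read from the data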;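 further: 0% = full FRET control wells and 100% = background wells lacking eIF4GI fragment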
FXIa inh: human FXIa protease inhibitors, primary screen, biochemical, 1536-well. hit rate 0.14% among 220,000. purified FXIa, Boc-Glu-Ala-Arg-AMC fluorogenic substrate. inhibition, % at 5 µM. Coagulation factor XI (Homo sapiens), P03951;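 active means inhibition of at least 40%; inactive means inhibition below 40%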;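 further: fluorescence of freed AMC excited at 355 nm; 0% = enzyme without compound and 100% = no enzyme blank; many of its hits are not listed in these tables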
FXIIa inh 1536: human FXIIa protease inhibitors, primary screen, biochemical, 1536-well. inhibition, % at 5 µM. hit rate 0.3% among 220,000. purified FXIIa, Boc-QGR-AMC fluorogenic substrate, 2 h; in the data active means inhibition above about 40%;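 further: 0% = enzyme with no compound and 100% = blank without enzyme; many of its hits are not listed in these tables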
MDM2 E3 inh: MDM2-luciferase reporter signal enhancers, primary screen, MDM2 E3 ligase inhibitor project, cell-based, luminescence, 1536-well. E3 ubiquitin-protein ligase Mdm2 (Homo sapiens), Q00987. cell-based MDM2 ubiquitination luciferase reporter, 2 h; 0 = plate control, 100 = twice control, blank-subtracted. signal enhancement, % at 5 µM. hit rate 0.11% among 210,000;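 active means signal enhancement of 30% or more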;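 further: luminescence tracks abundance of the self-degrading MDM2-luciferase fusion protein; higher signal means inhibition of MDM2 E3 ligase activity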
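Assay system: stable mammalian line carrying autodegrading MDM2–luciferase fusion reporter; Input: 2000 cells in each well; Compound dosing: single-point 5 µM; Schedule: 2 h compound exposure at 37 °C; Signal: SteadyLite luciferase luminescence after 15 min room-temperature reagent incubation; Evaluation: % luminescence enhancement versus blank-corrected plate control mean; Benchmarks: plate controls and plate blanks.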
Wee1 degr inh: Wee1 degradation inhibitors, primary screen, cell-based, HeLa, Wee1K328M-luciferase, luminescence; Wee1-like protein kinase (Homo sapiens), P30291; HeLa Luc-Wee1K328M stability; 100% = proteasome inhibitor MG132 effect; reporter increase, % at 5 µM; hit rate 1.2% among 220,000; AID 1321, 2008;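 active means activation above the mean of all tested compounds plus 3 SD, set per screening run, cut at about 8.8% in these data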;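 further: cells exposed to compound for 20 h before luminescence read; 0% = DMSO alone and 100% = MG132 at 30 µM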
p97 inhibitor: inhibitors of human p97 ATPase, primary screen, biochemical; Transitional endoplasmic reticulum ATPase (Homo sapiens), P55072; recombinant p97 ATPase, Kinase-Glo ATP luminescence, 3 h; inhibition, % at 8 µM; hit rate 0.42% among 220,000; AID 1481, 2009; in the data active means inhibition above about 15%;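 further: 0% = DMSO vehicle and 100% = wells lacking enzyme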
Target sequence (P55072 whole entry, looked up): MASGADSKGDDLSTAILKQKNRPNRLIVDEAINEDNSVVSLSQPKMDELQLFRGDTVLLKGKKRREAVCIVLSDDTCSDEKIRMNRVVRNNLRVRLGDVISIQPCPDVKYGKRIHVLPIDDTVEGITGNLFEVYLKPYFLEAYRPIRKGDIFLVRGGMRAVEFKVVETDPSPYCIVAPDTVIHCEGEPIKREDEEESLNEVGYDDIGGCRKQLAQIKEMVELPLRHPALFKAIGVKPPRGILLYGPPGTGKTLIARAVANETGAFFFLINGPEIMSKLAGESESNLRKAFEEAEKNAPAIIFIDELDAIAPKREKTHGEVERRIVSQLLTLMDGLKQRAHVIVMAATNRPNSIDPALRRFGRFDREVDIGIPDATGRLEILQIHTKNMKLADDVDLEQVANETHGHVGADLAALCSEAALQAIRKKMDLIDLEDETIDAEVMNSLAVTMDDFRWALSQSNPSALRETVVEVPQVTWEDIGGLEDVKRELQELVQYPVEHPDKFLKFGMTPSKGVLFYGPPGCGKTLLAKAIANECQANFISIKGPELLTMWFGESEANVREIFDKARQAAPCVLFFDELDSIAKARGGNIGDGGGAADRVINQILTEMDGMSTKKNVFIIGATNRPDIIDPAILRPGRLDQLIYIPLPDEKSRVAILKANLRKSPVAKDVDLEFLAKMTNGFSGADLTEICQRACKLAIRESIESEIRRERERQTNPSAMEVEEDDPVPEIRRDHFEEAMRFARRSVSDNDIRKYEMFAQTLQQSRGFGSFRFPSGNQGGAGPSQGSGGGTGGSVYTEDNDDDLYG
14-3-3 Bad inh: inhibitors of 14-3-3 zeta/Bad binding, primary screen, biochemical, TR-FRET, bovine 14-3-3 zeta; hit rate 0.71% among 220,000; inhibition, % at 21.7 µM; TR-FRET 14-3-3zeta/Dy647-pBad peptide displacement, 1 h; 14-3-3 protein zeta/delta (Bos taurus), P63103; AID 781, 2007;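 active means inhibition above about 70%, limit read from the data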;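 further: 0% = full 14-3-3 plus peptide FRET controls and 100% = background without 14-3-3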
Target sequence (P63103 whole entry, looked up): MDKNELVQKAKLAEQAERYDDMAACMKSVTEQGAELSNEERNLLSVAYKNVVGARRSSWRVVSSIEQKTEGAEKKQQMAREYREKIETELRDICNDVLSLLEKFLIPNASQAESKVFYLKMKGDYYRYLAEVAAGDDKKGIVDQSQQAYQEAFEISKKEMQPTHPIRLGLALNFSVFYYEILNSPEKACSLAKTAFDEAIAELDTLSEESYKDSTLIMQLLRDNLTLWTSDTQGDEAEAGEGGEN
hK5 inh: human KLK5 protease inhibitors, primary screen, biochemical, 1536-well | Kallikrein-5 (Homo sapiens), Q9Y337 | hit rate 0.59% among 210,000 | recombinant hK5, fluorogenic AMC substrate cleavage | inhibition, % at 5 µM;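 active means inhibition of 40% or more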;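 further: 0% = enzyme controls without compound and 100% = no-enzyme blanks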
Active calls of the source: *; · = not tested or not shown; [ ] = another dose, or the depositor's remark. Random draw from the library; 3.5% or so of the library scored in one or more.

A first look:
Second line of a record: Rad51 HR inh | eIF4E 4G PPI | FXIa inh | FXIIa inh 1536 | MDM2 E3 inh | Wee1 degr inh | p97 inhibitor | 14-3-3 Bad inh | hK5 inh
[1] COc1ccccc1CNC(=O)CSc1nn2c(=O)c(C(C)(C)C)nnc2s1
 : 2 | -2 | 2 | 8 | -17 | 3 | 5 | -10 | 1
[2] O=c1c2cn[nH]c2[nH]c(=S)n1-c1ccccc1F
 : -5 | 9 | 0 | 3 | -4 | 3 | 1 | -8 | 17

The list itself, from the start:
Second line of a record: Rad51 HR inh | eIF4E 4G PPI | FXIa inh | FXIIa inh 1536 | MDM2 E3 inh | Wee1 degr inh | p97 inhibitor | 14-3-3 Bad inh | hK5 inh
[1] COc1ccccc1CNC(=O)CSc1nn2c(=O)c(C(C)(C)C)nnc2s1
 : 2 | -2 | 2 | 8 | -17 | 3 | 5 | -10 | 1
[2] O=c1c2cn[nH]c2[nH]c(=S)n1-c1ccccc1F
 : -5 | 9 | 0 | 3 | -4 | 3 | 1 | -8 | 17
[3] COc1ccc(NC(=S)N(Cc2ccc(N(C)C)cc2)Cc2ccco2)cc1
 : -5 | 0 | 4 | 7 | 2 | 1 | -1 | 1 | -13
[4] CCOC(=O)CSC(C)C(=O)Nc1nnc(C(C)C)s1 (stereo not drawn)
 : -3 | -4 | -2 | 8 | -16 | -1 | 0 | -7 | 6
[5] O=C1C2CCCN2C(=O)N1CCCCN1CCN(CCO)CC1 (stereo not drawn)
 : · | -3 | 9 | 11 | 2 | 1 | -1 | 28 | -11
[6] Cc1cc(/C=N/n2c(COc3ccccc3C)nc3ccccc3c2=O)c(O)c([N+](=O)[O-])c1
 : -4 | -1 | 5 | 8 | -15 | -2 | -6 | -5 | -23
[7] CCc1ccccc1-n1c(SCC(=O)N2CCCC2)nc2[nH]ncc2c1=O
 : -3 | 1 | -1 | 8 | 2 | -3 | 3 | -19 | 2
[8] Cc1ccsc1C1CC(=O)OC2=C1C(=O)CC(C)(C)C2 (stereo not drawn)
 : · | 0 | 13 | 37 | -4 | 6 | 0 | 5 | ·
[9] CC(C)CC(=O)NC(=S)Nc1ccc(NC(=O)c2cccs2)cc1
 : 5 | 5 | 0 | 9 | -16 | 2 | 7 | -3 | -6
[10] CC(C)NC(=O)CCNC(=O)c1ccc(F)cc1
 : 6 | -3[fluorescence artefact?] | -4 | 4 | -2 | 0 | 2 | 3[fluorescence artefact?] | -23
[11] O=S(=O)(ON(c1ccccc1)S(=O)(=O)c1ccccc1)c1ccccc1
 : · | -5 | 9 | 16 | 8 | 3 | 8 | 12[fluorescence artefact?] | -10
[12] CCOc1cc(C(=O)N/N=C/c2ccsc2)cc(OCC)c1OCC
 : 6 | -5 | -7 | 3 | -3 | -1 | -4 | -15 | -16
[13] COCc1cc(=O)[nH]c(-c2ccccc2OC(F)(F)F)n1
 : 10 | 1 | 4 | 6 | -12 | 5 | 6 | -15 | -1
[14] O=C(NCC1CCCO1)c1cccs1 (stereo not drawn)
 : -4 | 5 | 2 | 7 | -3 | 3 | -6 | 20 | -9
[15] Cc1ccc(OCC(=O)Nc2ccc(N3CCN(S(C)(=O)=O)CC3)cc2)cc1
 : -2 | -2 | -1 | 6 | -6 | -1 | 0 | 0 | 0
[16] CCCn1c(O)c(N=NC(=O)c2cccnc2)c2cc(Br)ccc21
 : 7 | 8 | -10 | 6 | -13 | -2 | 7 | -4 | 36
[17] Nc1nc2ccc(N3CCOCC3)cc2s1
 : 4 | 6 | 0 | 11 | -4 | -3 | -2 | -11 | -3
[18] O=C(Nc1ccc(N2CCOCC2)cc1)c1ccc([N+](=O)[O-])cc1
 : · | 3 | -3 | 4 | 0 | -3 | 2 | -11 | -6
[19] O=C(CCc1ccccc1)NNC(=S)Nc1ccc(F)cc1
 : 5 | -6 | 2 | 0 | 6 | 7 | 3 | -12 | -12
[20] CC(=O)C1=C(O)C(=O)N(Cc2cccnc2)C1c1ccccc1 (stereo not drawn)
 : -4 | 4[fluorescence artefact?] | 6 | 15 | 3 | 0 | 3 | 10 | -2
[21] Cc1cc(C)c2c(=O)n(CC(=O)Nc3ccc(Cl)cc3)sc2n1
 : · | 11 | 2 | 2 | -6 | -1 | 5 | 1 | 3
[22] Cc1csc(NC(=O)CSc2nnc(NC(=O)C3CC(=O)N(c4ccccc4)C3)s2)n1 (stereo not drawn)
 : -3 | 2[fluorescence artefact?] | 5 | 12 | -47 | 3 | -4 | 17 | 23
[23] CC(=O)Nc1ccc(N2C(=O)CC(N3CCSCC3)C2=O)cc1 (stereo not drawn)
 : 3 | 3 | -5 | 0 | -12 | 3 | 3 | -2 | -7
[24] COc1ccc(Nc2nc(N)nc(CN3CCN(c4ccccn4)CC3)n2)cc1
 : 3 | -3 | -13 | -11 | 12 | 2 | -1 | 5[fluorescence artefact?] | 1
[25] Clc1ccc(-n2c(SC/C=C/c3ccccc3)nnc2-c2cccnc2)cc1
 : 3 | 4 | -2 | 6 | -7 | 3 | -2 | -12 | -2
[26] Cc1ccc(-c2c(C)sc(NC(=O)C3C4CCC(O4)C3C(=O)O)c2C(=O)OC(C)C)cc1 (stereo not drawn)
 : -4 | -1 | -7 | -3 | -13 | 0 | 0 | 2 | 107*
[27] Cc1cc(C(C)(C)C)oc1C(=O)N(CC(=O)NC1CCCC1)Cc1ccc(F)cc1
 : 3 | -2 | 3 | 20 | -2 | -1 | 2 | 1 | -8
[28] COc1ccc(CN=C(C#N)C2=C(O)c3ccccc3C2=O)cc1
 : 10 | 5 | 2 | 6 | -1 | 1 | 1 | -4 | 1
[29] c1ccc(-c2nc(CSc3nnnn3-c3ccccc3)cs2)cc1
 : 11 | -1 | 3 | -3 | -4 | -1 | -1 | 32[fluorescence artefact?] | -22
[30] O=C1CCN(S(=O)(=O)c2ccccc2)N1
 : · | 6 | -6 | 6 | -15 | 0 | 0 | -6 | -9
[31] Cc1ccc(C2CCN(C(=S)NC(C)(C)C)C2)cc1 (stereo not drawn)
 : · | 0 | -3 | 5 | -22 | -2 | -3 | -8 | ·
[32] O=C(CCC(=O)N/N=C/c1ccco1)N/N=C/c1ccco1
 : -12 | -3 | 3 | 6 | -1 | 2 | 3 | -18 | 2
[33] COc1ccccc1NC(=O)C1CCCN(S(=O)(=O)c2cccc3nsnc23)C1 (stereo not drawn)
 : -11 | -6[fluorescence artefact?] | -1 | 10 | -10 | 7 | 2 | -17 | 6
[34] COc1ccc(CSCC(=O)NN=C2CCN(C)CC2)cc1
 : -1 | -2 | 1 | 4 | 5 | -3 | 4 | -10 | -4
[35] CCOc1ccc(CO/N=C/c2c(C)[nH]c(=O)[nH]c2=O)cc1
 : 15 | -5 | -5 | 4 | -6 | -1 | 0 | -20 | -2
[36] NC(N)=NS(=O)(=O)c1ccc(NC(=S)NC(=O)c2ccc(Br)cc2)cc1
 : · | -3 | -2 | 5 | -13 | -1 | 2 | -10 | 0
[37] N#Cc1ccc(C(=O)Nc2cc(S(=O)(=O)Nc3ccc(Cl)cc3)ccc2N2CCCCC2)cc1
 : -3 | -6 | 8 | 8 | -4 | 1 | 7 | 1 | -18
[38] CCN(CC)C(=O)Oc1ccc(Br)c2ccccc12
 : -15 | -6[fluorescence artefact?] | 5 | 8 | 4 | -4 | -2 | 8 | 1
[39] CC(C)(CN1CCN(Cc2ccccc2)CC1)NS(=O)(=O)c1ccc(Cl)cc1
 : · | 0 | -2 | 4 | -14 | 0 | -7 | -7 | -4
[40] Cc1ccc(NNC(=O)C2CCC2)cc1C
 : 14 | 2 | 3 | 10 | -12 | -1 | 6 | -4 | 0
[41] COC(=O)c1ccccc1NC(=S)N1CCN(c2ccccn2)CC1
 : -6 | -3 | -5 | 4 | 1 | 0 | 5 | -1 | -2
[42] COc1ccc2[nH]cc(S(=O)(=O)c3ccc(C)cc3)c2c1
 : 31 | 5 | -8 | -1 | 0 | 1 | 1 | 5 | -16
[43] FC(F)(F)c1ccc(C2Nc3cccc4cccc(c34)N2)cc1
 : -8 | 1 | -6 | 4 | -14 | -1 | 3 | 0 | -4
[44] CC(=O)/C(=C/c1ccccc1)C(=O)Nc1ccccc1C
 : 5 | 0 | -2 | -2 | -7 | 1 | 4 | 5 | -13
[45] CC(=O)/C(C(=N)N1CCN(C(c2ccccc2)c2ccccc2)CC1)=C(\C)O
 : 12 | 0 | 1 | 6 | -22 | -1 | 2 | 15[fluorescence artefact?] | -4
[46] CCn1c(SCC(=O)N/N=C/C(C)=C/c2ccco2)nnc1-c1ccccc1
 : -8 | 2[fluorescence artefact?] | 3 | 21 | -1 | 3 | 3 | 7[fluorescence artefact?] | -26
[47] CCOc1ccc(N=CC2=C(O)CC(C)(C)CC2=O)cc1
 : -2 | 0[fluorescence artefact?] | 6 | 15 | -6 | -2 | 3 | 2 | -22
[48] CN(CC(CC(=O)Nc1nncs1)c1ccccc1)S(=O)(=O)c1ccccc1 (stereo not drawn)
 : -6 | 2 | 0 | 7 | -14 | 3 | 1 | 3 | -3
[49] CC(C)=CC(=O)OCC(=O)Nc1nc(C)c(Cl)cc1Cl
 : -4 | 5[fluorescence artefact?] | -12 | 5 | -8 | 0 | 1 | -1 | -4
[50] CC(N=C(NS(=O)(=O)c1ccc(Cl)cc1)c1ccccc1)C(=O)O (stereo not drawn)
 : 7 | -1 | -10 | 24 | -7 | -3 | -3 | 11 | 11
[51] Cc1ccc(NC(=O)c2cc(S(=O)(=O)N3CCOCC3)c(Br)s2)cc1
 : 9 | 0 | -1 | 0 | -5 | 4 | -4 | 58[fluorescence artefact?] | -7
[52] COc1ccc(S(=O)(=O)N(CCc2ccccc2)CC(=O)O)cc1
 : 5 | 3[fluorescence artefact?] | 2 | 17 | -7 | -1 | -2 | 2 | -9
[53] COCCNC(=O)CCCCCNS(=O)(=O)c1ccc(C)cc1
 : 1 | 0 | -3 | 3 | 5 | 0 | 2 | -2 | -1
[54] C/C(=N\OCc1cccc(C(=O)O)c1)c1ccc(Cl)cc1
 : 2 | -4 | -8 | 0 | -71 | -1 | -8 | 0 | 25
[55] COc1ccc(C(=O)Nc2ccc3c(c2)OCO3)cc1OC
 : 6 | 0 | 2 | -3 | 14 | 4 | -10 | -1 | -14
[56] Cc1nn(Cc2ccc([N+](=O)[O-])cc2)c(=O)n1-c1ccccc1
 : 7 | 3 | 5 | 22 | -7 | 0 | -7 | -6 | -6
[57] O=C(CSc1nc2ccccc2o1)Nc1cc(C(F)(F)F)ccc1N1CCOCC1
 : 0 | -1 | 7 | 6 | -6 | 4 | 3 | -9[fluorescence artefact?] | -24
